Compound activity: PubChem BioAssay, several laboratories
FXN GAA850 act: increases GAA850 frataxin promoter reporter activity; HEK293 lucGAA850 FXN promoter luciferase reporter, 24 h; percent of 10 µM SAHA response; activation, % at 6 µM; 0.56% of 360,000 active; AID 540364;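 active = activation above the average of all compounds screened plus 3 SD, cutoff fixed separately per campaign, cut at about 7.5% in these data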;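 note: 0% = DMSO wells and 100% = 10 µM SAHA wells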
proKLK7 act: proKLK7 (human) activation, primary screen. purified proKLK7, EDANS-DABCYL substrate fluorescence; 100% is mature enzyme control, 0% vehicle. P49862. 0.9% of 370,000 active. activation, % at 7 µM;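 active = activation above the mean of all tested compounds plus 3 SD, computed per campaign excluding outliers beyond control limits, cut at about 13% in these data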
sPLA2-III inh: Inhibits HGIII-sPLA2 liposome hydrolysis, primary screen. QFRET BODIPY PC-A2 liposome hydrolysis, fluorescence. 0.56% of 370,000 active. inhibition, % at 12.2 µM. Q9NZ20;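 active = inhibition above mean plus 3 SD of compounds lying within the high and low control bounds, cut at about 19% in these data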;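 note: 0% = median of test compound wells and 100% = no enzyme DMSO wells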
DAX1 inh-1: NR0B1 (DAX1) inhibition | P51843 | HEK293 Gal4-DAX1 luciferase reporter, luminescence | inhibition, % at 6.75 µM | 0.99% of 340,000 active | AID 504766;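 active = inhibition above the mean over all tested compounds plus 3 SD, cut at about 4.2% in these data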;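 note: 0% = DAX1-transfected cells with DMSO and 100% = empty-vector control cells with DMSO; inhibition shows as a rise in luminescence from relieved DAX1 repression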
ssDAF12 agonist: activators of S. stercoralis DAF-12 nuclear receptor; HEK293 ssDAF-12/GRIP1 lit1-tk-luc reporter, luminescence; % of 3 µM dafachronic acid response; activation, % at 6.8 µM; 1% of 370,000 active; AID 652126;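 active = activation above the mean over all tested compounds plus 3 SD, cut at about 0.9% in these data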;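 note: 0% = DMSO-only wells and 100% = 3 µM delta7-dafachronic acid wells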
DAX1 inh-2: blocks DAX1 repression of SF-1 activated StAR promoter | HEK293T StAR-luciferase reporter, SF-1/DAX-1 repression relief | inhibition, % at 6.8 µM | 1.1% of 370,000 active | AID 652010;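 active = inhibition above the mean over all tested compounds plus 3 SD, cut at about 3.6% in these data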;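 note: 0% = DAX-1 cells with DMSO and 100% = cells lacking DAX-1 with DMSO; higher inhibition means more luminescence from relief of DAX-1 repression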
NPR1 activator: GC-A (human) enzyme activation. HEK293 GC-A cells, cGMP TR-FRET, EC30 ANP; 0% at EC30 ANP, 100% saturating ANP. activation, % at 10 µM. 0.14% of 370,000 active. AID 1671463; in the data active = activation above about 40%
SMARCA2 act: activators of SMARCA2 function | MG213 cells, MMTV-luciferase reporter, dexamethasone, overnight | activation, % at 9.1 µM | 1% of 370,000 active; in the data active = activation above about 7.8%;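 note: 0% = vehicle wells and 100% = reference activator wells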
hcDAF12 agonist: activates DAF-12 receptor from parasite H. contortus; HEK293 hcDAF-12 lit1-tk-luc reporter, luminescence; 0% DMSO, 100% Δ7-dafachronic acid; 1.4% of 370,000 active; activation, % at 6.8 µM;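 active = activation above the mean of all tested compounds plus 3 SD, cut at about 5.5% in these data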;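 note: 100% = response to 3 µM Δ7-dafachronic acid high control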
hgDAF-12 ag: agonists of H. glycines DAF-12 nuclear receptor; HEK293 GAL4-hgDAF12 UAS-luciferase reporter, agonist luminescence; normalized to butyrate control; activation, % at 6.8 µM; 1.8% of 370,000 active;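 active = activation above a cutoff set at the mean of all screened compounds plus 3 SD, cut at about 10% in these data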;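 note: 0% = DMSO wells and 100% = sodium butyrate wells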
NPR2 activator: GC-B (human) receptor activation. P20594. HEK293-GC-B cells, CNP EC30, cGMP TR-FRET; 0% at EC30 CNP, 100% saturating CNP. activation, % at 10 µM. 0.11% of 370,000 active. AID 1920062;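 active = activation at 10 µM reaching about 35% in either raw or pattern-adjusted values, limit read from the data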
Target sequence (P20594 whole entry, looked up): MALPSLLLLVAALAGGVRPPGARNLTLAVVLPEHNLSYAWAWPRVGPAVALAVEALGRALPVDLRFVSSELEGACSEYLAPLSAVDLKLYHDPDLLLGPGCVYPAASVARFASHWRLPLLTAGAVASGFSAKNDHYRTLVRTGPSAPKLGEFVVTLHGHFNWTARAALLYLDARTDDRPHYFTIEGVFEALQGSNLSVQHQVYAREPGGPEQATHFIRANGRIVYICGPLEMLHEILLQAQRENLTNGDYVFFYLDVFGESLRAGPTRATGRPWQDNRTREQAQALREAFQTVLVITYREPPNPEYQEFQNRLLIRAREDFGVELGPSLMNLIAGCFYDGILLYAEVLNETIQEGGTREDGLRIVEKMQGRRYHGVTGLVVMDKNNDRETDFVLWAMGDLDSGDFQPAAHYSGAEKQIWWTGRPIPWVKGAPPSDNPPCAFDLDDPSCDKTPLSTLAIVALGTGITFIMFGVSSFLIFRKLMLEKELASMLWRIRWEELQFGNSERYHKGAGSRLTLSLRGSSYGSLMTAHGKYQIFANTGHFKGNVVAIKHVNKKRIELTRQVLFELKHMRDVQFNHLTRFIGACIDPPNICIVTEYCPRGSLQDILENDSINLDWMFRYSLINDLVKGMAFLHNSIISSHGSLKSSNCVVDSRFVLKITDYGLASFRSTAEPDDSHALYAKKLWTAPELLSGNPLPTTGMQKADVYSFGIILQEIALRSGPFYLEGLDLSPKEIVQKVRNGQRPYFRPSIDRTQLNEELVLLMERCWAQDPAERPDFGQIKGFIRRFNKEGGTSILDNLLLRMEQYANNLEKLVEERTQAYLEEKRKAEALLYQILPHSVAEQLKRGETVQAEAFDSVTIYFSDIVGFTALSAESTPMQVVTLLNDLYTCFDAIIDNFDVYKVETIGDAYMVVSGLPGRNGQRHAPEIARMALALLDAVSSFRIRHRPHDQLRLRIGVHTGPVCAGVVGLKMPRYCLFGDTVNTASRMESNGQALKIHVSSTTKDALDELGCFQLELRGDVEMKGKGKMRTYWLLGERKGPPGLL
* = called active by the depositor; x = no result given. Outcome played no part in choosing rows; about 6.7% have a hit in one of these screens.

| compound | FXN GAA850 act | proKLK7 act | sPLA2-III inh | DAX1 inh-1 | ssDAF12 agonist | DAX1 inh-2 | NPR1 activator | SMARCA2 act | hcDAF12 agonist | hgDAF-12 ag | NPR2 activator |
| --- | --- | --- | --- | --- | --- | --- | --- | --- | --- | --- | --- |
| Cc1ccc(OCC(=O)N2CCOCC2)c([N+](=O)[O-])n1 | -3.0 | -0.5 | -1 | -0.6 | -1.5 | -0.6 | 4 | -1 | -1.5 | -1.3 | -3 |
| CC(=O)c1c(CC(=O)O)[nH]n(-c2nc3ccccc3s2)c1=O | 2.0 | 0.1 | -1 | 1.3 | -0.3 | 1.5 | -3 | -1 | 6.6* | 6.9 | 0 |
| COCC1CCN(C(=O)c2cc(COc3ccc(-n4cncn4)cc3)on2)C1 (configuration not stated) | -1.3 | 0.5 | 5 | -0.5 | -0.8 | 1.4 | -1 | 5 | -2.1 | 2.6 | 2 |
| CCOc1cc(S(=O)(=O)NCCc2ccc(OC)c(OC)c2)c(OCC)cc1-n1cnnn1 | 0.6 | -0.5 | 9 | -1.1 | -1.6 | -0.3 | 2 | -5 | -2.3 | -1.5 | 0 |
| Cc1ccccc1CN(c1ccc(C(=O)NCC2CCCO2)cc1)S(C)(=O)=O (configuration not stated) | 1.9 | -0.4 | 4 | -0.2 | -1.6 | 0.4 | 3 | -1 | 0.4 | -0.6 | 9 |
| Cc1ccnc(NC(=O)CCCNC(=O)c2ccc(Cl)cc2)c1 | 6.4 | -0.7 | 0 | 0.8 | -0.1 | 4.0* | 4 | 2 | 1.2 | 8.5 | 3 |
| CC(=O)c1cccc(NC(=O)C(C)OC(=O)CNC(=O)c2ccc(C)s2)c1 (configuration not stated) | 0.9 | -0.6 | -3 | -0.9 | -1.4 | 0.5 | 3 | -2 | -0.5 | -1.4 | 1 |
| CCN(C(=O)CSc1nncn1-c1ccccc1)C1CCS(=O)(=O)C1 (configuration not stated) | 3.3 | 0.4 | -1 | 0.3 | 0.5 | -1.2 | 1 | 0 | 3.3 | 0.3 | 0 |
| COc1ccc(N(CCCN2C(=O)c3cccc4cccc(c34)C2=O)C(=O)c2ccncc2)cc1 | 4.8 | 0.7 | -7 | 0.4 | -0.3 | 0.3 | -1 | 8.0* | 0.1 | -1.4 | -1 |
| COc1cc(N)c(Cc2nccc3cc(OC)c(OC)cc23)cc1OC | 2.9 | -1.8 | 0 | 0.2 | -1.3 | -0.4 | 4 | -3 | -1.8 | -2.8 | 6 |
| COc1ccc(COC(=O)CNC(=O)C2CCCCC2)cc1F | -1.8 | -0.6 | -2 | 0.7 | -0.7 | -1.1 | -1 | -1 | -1.6 | -2.6 | 1 |
| COc1ccc(NC(=O)C2Cc3c(-c4ccc(Cl)cc4)ccnc3O2)cc1 (configuration not stated) | -1.0 | 0.5 | -16 | x | -1.5 | -1.3 | 7 | 0 | -1.6 | -0.1 | 8 |
| CC1(C)NC(=O)N(CC(O)COc2cccc(F)c2)C1=O (configuration not stated) | -0.5 | 0.5 | -2 | 0.1 | -1.2 | -0.8 | 1 | -4 | -0.2 | -0.2 | -3 |
| Cc1nc(NCc2ccccn2)c2ccccc2n1 | -0.4 | 0.1 | 9 | -3.3 | -2.4 | -2.6 | 10 | -6 | -3.5 | -6.0 | 1 |
| O=C(Nc1ccccc1)Nc1nc2ccccc2s1 | 5.0 | -0.5 | -12 | 2.8 | 2.2* | 9.9* | 8 | 5 | 15* | 26* | -3 |
| COc1ccc(F)cc1C(=O)C1CCCN(Cc2ccc(Sc3nncn3C)o2)C1 (configuration not stated) | -0.9 | 0.2 | 6 | 0.5 | -1.4 | 0.2 | 0 | -1 | 1.7 | 2.3 | 1 |
| Cc1ccccc1Cn1ccc(NC(=O)c2nn(C)cc2[N+](=O)[O-])n1 | 1.2 | -0.1 | -3 | -2.8 | -1.5 | -0.3 | 1 | 3 | -2.1 | -5.0 | 0 |
| CN(C)c1ccc(/C=N/N2C(=O)c3ccccc3C2=O)cc1 | 0.5 | -0.2 | -1 | 3.1 | -1.3 | -0.5 | 1 | -1 | 1.2 | -0.4 | -3 |
| CCOc1ncccc1C(=O)Nc1cc(S(=O)(=O)N2CCCCCC2)ccc1OC | 1.9 | -0.1 | -7 | 0.1 | -1.4 | -1.4 | -6 | -1 | -0.7 | 0.5 | 2 |
| COc1ccc(CN2C(=O)CCC2(C)C(=O)NCc2cccnc2)c(OC)c1 (configuration not stated) | -0.4 | -0.1 | 18 | 2.4 | -1.4 | -0.8 | -9 | -4 | -0.5 | 1.5 | 4 |
| Cc1ccnc(SCc2cc(=O)c(OC(=O)c3ccco3)co2)n1 | 4.2 | 0.5 | 6 | -0.8 | -1.6 | -0.4 | -1 | 2 | -1.1 | -1.5 | 2 |
| N#Cc1c(Cl)nsc1NC(=O)c1ccccc1 | -1.4 | 0.1 | -13 | -3.3 | -1.9 | -2.5 | 11 | -3 | -2.9 | -7.2 | 6 |
| CC(C)=C1C2CCC1C1C(=O)N(c3nccs3)C(=O)C21 (configuration not stated) | 0.8 | -1.1 | 21* | -1.2 | -1.2 | -0.5 | -4 | -6 | -0.2 | 1.9 | 2 |
| CC(C)OC(=O)CSc1nnc(-c2cnccn2)n1-c1ccccc1 | -0.9 | 0.8 | 5 | 0.2 | -0.9 | 0.0 | 0 | 2 | -1.0 | -0.9 | 5 |
| CC(Oc1cccnc1[N+](=O)[O-])C(=O)Nc1ccc(F)cc1 (configuration not stated) | -0.2 | -0.7 | 14 | 0.8 | -1.5 | -0.7 | 3 | -1 | 0.4 | -2.5 | -1 |
| COc1cccc(CN(C)C(=O)c2ccccc2SCC(=O)N2CCCC2)c1 | -0.8 | 0.1 | 0 | 0.0 | -1.1 | 0.3 | -1 | 0 | 0.1 | -0.8 | 4 |
| COc1ccc(-n2c(Cn3nc(C(F)(F)F)cc3C)n[nH]c2=S)cc1 | 3.0 | 0.4 | 9 | 0.1 | -1.6 | 0.1 | 0 | -3 | 1.7 | 0.6 | -1 |
| N=c1n(Cc2ccccc2)c2ccccc2n1Cc1ccccc1 | -6.3 | 0.1 | -3 | -1.1 | -1.5 | -0.3 | -27 | 1 | -2.5 | -1.4 | -15 |
| O=C(NNc1ccccc1[N+](=O)[O-])Nc1ccc(F)cc1F | 1.4 | 0.0 | 13 | 0.6 | 0.0 | 0.0 | 1 | -2 | -1.1 | -0.1 | 3 |
| COc1ccccc1N(CC(=O)NC1CCCC1)C(=O)CNC(=O)c1cccs1 | -1.6 | 0.1 | -1 | 2.5 | -0.9 | -0.2 | 1 | -2 | -1.8 | -1.4 | -1 |
| CN(C)CCCOC(=O)Cc1ccc(Cl)cc1 | -1.7 | 0.0 | -5 | -0.6 | -0.8 | -0.1 | 0 | -4 | 0.0 | 0.5 | 5 |
| O=C(Nc1ccc(Cl)cc1)Nc1ccc(Oc2cccnc2)nc1 | 1.4 | 0.4 | -8 | 1.8 | -1.8 | -1.0 | 4 | -3 | -2.3 | -2.7 | 4 |
| C=CCn1c(SCC(=O)c2ccc(OC)cc2)nnc1-c1ccc2c(c1)OCO2 | -0.5 | 0.1 | -54 | -1.8 | -1.1 | -0.3 | 2 | 2 | -1.2 | -1.9 | 4 |
| O=C(Nc1cccc(C(=O)O)c1)/C(=C\c1ccc2c(c1)OCO2)NC(=O)c1ccco1 | 0.7 | -0.2 | 1 | 0.0 | 0.7 | 0.6 | 6 | 2 | -1.6 | -3.8 | 0 |
| COc1ccc(S(=O)(=O)N2CCN(C(=O)c3cc(C)on3)CC2)cc1 | -1.7 | -0.3 | 0 | 0.3 | -0.8 | -0.7 | 3 | 3 | -0.2 | -0.1 | 5 |
| CC1CC(C)CN(S(=O)(=O)c2ccc3c(c2)CC(C)N3C(=O)C2CCC2)C1 (configuration not stated) | 3.4 | 0.8 | -2 | -0.2 | -1.7 | -1.6 | 4 | -1 | -2.2 | -2.9 | 8 |
| Cn1cc(C(=O)N/N=C/c2ccc3c(c2)OCO3)c2ccccc21 | -1.8 | 1.0 | -4 | -3.7 | -0.8 | -1.3 | -5 | 0 | 0.3 | 8.1 | 2 |
| Cc1ncc([N+](=O)[O-])n1CC(=O)Nc1ccc(F)c(Cl)c1 | -0.1 | -0.1 | 5 | 0.2 | -0.4 | 0.4 | -7 | 4 | -1.2 | -0.6 | 2 |
| CC(C)(C)NC(=O)C(c1ccccc1F)N(Cc1ccco1)C(=O)c1csnn1 (configuration not stated) | -1.2 | -0.3 | 0 | 0.2 | -2.1 | -0.8 | -3 | 1 | -1.2 | 0.6 | 2 |
| O=S(=O)(NNc1cccc(Cl)n1)c1ccc(Cl)cc1 | 1.7 | 0.6 | 17 | -0.3 | -0.5 | 0.2 | -4 | -1 | 1.5 | 1.8 | 1 |
| CCn1c(SCC(=O)OC)nc2sc3c(c2c1=O)CC(C)(C)OC3 | 0.0 | 0.3 | 2 | -0.1 | -1.4 | -0.4 | 1 | 3 | -0.2 | 0.8 | -2 |
| Cc1ccc2oc(=O)c3cnn(CC(=O)Nc4ccccc4N4CCN(C)CC4)c3c2c1 | 0.0 | -0.2 | -10 | -0.5 | -0.5 | -0.3 | -6 | -1 | 2.0 | -0.9 | -8 |
| Cc1cccc(NC(=O)c2cc(S(=O)(=O)N3CCC4(CC3)OCCO4)ccc2F)c1 | 3.0 | 0.2 | 1 | 0.2 | -0.5 | -0.3 | -3 | -3 | -1.5 | -3.1 | -3 |
| Cc1cccc(C)c1NC(=O)CN(C)C(C)C(=O)Nc1ccccc1-c1ccccc1 (configuration not stated) | -1.4 | 0.2 | -1 | 2.3 | -2.1 | -1.5 | -2 | 1 | -0.6 | -1.5 | -1 |
| COc1cc(C(=O)NCCc2ncccc2C)ccc1OC1CCN(C(C)=O)CC1 | 0.8 | -0.3 | 5 | 0.5 | -0.7 | -0.4 | 2 | -2 | 2.3 | -1.4 | -4 |

Ordered by the number under ssDAF12 agonist (lowest first): some entries from above.
structure	proKLK7 act	sPLA2-III inh	DAX1 inh-1	ssDAF12 agonist	DAX1 inh-2	NPR1 activator	SMARCA2 act	hcDAF12 agonist	NPR2 activator
Cc1nc(NCc2ccccn2)c2ccccc2n1	0.1	9	-3.3	-2.4	-2.6	10	-6	-3.5	1
COc1ccc(-n2c(Cn3nc(C(F)(F)F)cc3C)n[nH]c2=S)cc1	0.4	9	0.1	-1.6	0.1	0	-3	1.7	-1
O=C(Nc1cccc(C(=O)O)c1)/C(=C\c1ccc2c(c1)OCO2)NC(=O)c1ccco1	-0.2	1	0.0	0.7	0.6	6	2	-1.6	0

Given with each value named: part of the list above.
Compound: CC(=O)c1cccc(NC(=O)C(C)OC(=O)CNC(=O)c2ccc(C)s2)c1 (configuration not stated)
  FXN GAA850 act = 0.9
  proKLK7 act = -0.6
  sPLA2-III inh = -3
  DAX1 inh-1 = -0.9
  ssDAF12 agonist = -1.4
  DAX1 inh-2 = 0.5
  NPR1 activator = 3
  SMARCA2 act = -2
  hcDAF12 agonist = -0.5
  hgDAF-12 ag = -1.4
  NPR2 activator = 1

Compound: CCN(C(=O)CSc1nncn1-c1ccccc1)C1CCS(=O)(=O)C1 (configuration not stated)
  FXN GAA850 act = 3.3
  proKLK7 act = 0.4
  sPLA2-III inh = -1
  DAX1 inh-1 = 0.3
  ssDAF12 agonist = 0.5
  DAX1 inh-2 = -1.2
  NPR1 activator = 1
  SMARCA2 act = 0
  hcDAF12 agonist = 3.3
  hgDAF-12 ag = 0.3
  NPR2 activator = 0
